M1 PAM – human M1 muscarinic receptor positive allosteric modulators, primary screen, CHO-K1 cells, Fluo-8 calcium fluorescence, 1536-well; Muscarinic acetylcholine receptor M1 (Homo sapiens), P11229; CHO-K1 hM1, ACh EC20; 0% = ACh EC20, 100% = maximal ACh; activation, % at 3 µM; 360,000 compounds, 0.088% hits; in the data active = activation above about 19%, passing the limit was not always enough
Target sequence (P11229 whole entry, looked up): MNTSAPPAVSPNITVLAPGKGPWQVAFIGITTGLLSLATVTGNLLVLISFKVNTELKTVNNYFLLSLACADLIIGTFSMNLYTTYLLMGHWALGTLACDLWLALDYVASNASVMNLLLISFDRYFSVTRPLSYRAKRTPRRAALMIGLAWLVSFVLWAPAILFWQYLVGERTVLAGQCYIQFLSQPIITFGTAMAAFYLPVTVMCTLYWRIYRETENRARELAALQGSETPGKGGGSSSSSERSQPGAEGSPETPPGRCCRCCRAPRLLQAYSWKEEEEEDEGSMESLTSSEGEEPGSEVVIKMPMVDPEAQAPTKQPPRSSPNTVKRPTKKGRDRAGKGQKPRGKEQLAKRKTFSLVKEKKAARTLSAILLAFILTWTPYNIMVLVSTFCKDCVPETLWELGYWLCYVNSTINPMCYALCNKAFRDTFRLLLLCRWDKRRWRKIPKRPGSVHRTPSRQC
M5 antag – human M5 muscarinic receptor antagonists, primary screen, CHO cells, Fluo-8 calcium fluorescence; Muscarinic acetylcholine receptor M5 (Homo sapiens), P08912; CHO-hM5 cells, ACh EC80; inhibition, % at 3 µM; 360,000 compounds, 0.59% hits; AID 624040, 2012;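 active = inhibition above a per-plate cutoff, the mean of that plate's test compounds plus 3 SD, cut at about 27% in these data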;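 also: 0% = acetylcholine EC80 with DMSO and 100% = DMSO without agonist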
Target sequence (P08912 whole entry, looked up): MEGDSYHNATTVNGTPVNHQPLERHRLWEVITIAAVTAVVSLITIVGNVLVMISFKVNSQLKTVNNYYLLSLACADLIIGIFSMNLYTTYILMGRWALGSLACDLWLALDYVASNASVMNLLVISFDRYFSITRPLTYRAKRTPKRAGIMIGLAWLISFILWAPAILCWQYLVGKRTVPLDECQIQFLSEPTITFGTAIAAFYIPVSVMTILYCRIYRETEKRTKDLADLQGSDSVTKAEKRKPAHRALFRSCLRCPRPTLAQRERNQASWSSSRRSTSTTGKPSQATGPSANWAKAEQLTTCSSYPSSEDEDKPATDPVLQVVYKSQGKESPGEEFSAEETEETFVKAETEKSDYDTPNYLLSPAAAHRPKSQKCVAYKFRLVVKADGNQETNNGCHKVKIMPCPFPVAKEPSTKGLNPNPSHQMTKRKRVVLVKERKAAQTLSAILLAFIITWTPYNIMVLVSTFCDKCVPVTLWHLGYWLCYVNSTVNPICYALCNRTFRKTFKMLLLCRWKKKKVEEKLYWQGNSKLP
M5 PAM – human M5 muscarinic receptor positive allosteric modulators, primary screen, CHO-K1 cells, Fluo-8 calcium fluorescence; Muscarinic acetylcholine receptor M5 (Homo sapiens), P08912; 360,000 compounds, 0.3% hits; activation, % at 3 µM; AID 624038, 2012; CHO-K1 hM5, ACh EC20 PAM; 0% = ACh EC20, 100% = ACh EC100;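 active = activation above the run cutoff, the mean activation of all test compounds plus 3 SD, cut at about 18% in these data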
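Replicates: One well per compound, no replicates | System: Human M5 receptor in CHO-K1 cells | Benchmarks: Low control EC20 acetylcholine (0%), high control EC100 acetylcholine (100%) | Probe or stimulus: Acetylcholine, EC20 level | Times: Fluo-8 loading 80 min at 37 °C plus 30 min room temperature | Signal: Intracellular calcium via Fluo-8 fluorescence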
M4 ag – human M4 muscarinic receptor agonists, primary screen, CHO-K1 cells, Fluo-8 calcium fluorescence; 360,000 compounds, 0.14% hits; activation, % at 3 µM; AID 624127, 2012; CHO-K1 hM4/Gqi5; vehicle 0%, full acetylcholine response 100%; Muscarinic acetylcholine receptor M4 (Homo sapiens), P08173;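 active = activation above the run mean over all test wells plus 3 SD, cut at about 32% in these data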;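 also: peak over basal fluorescence ratio per well then scaled between controls; 0% = DMSO wells and 100% = acetylcholine at EC100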
CHRM5 agonist – human M5 muscarinic receptor agonists, primary screen, CHO-K1 cells, Fluo-8 calcium fluorescence; Muscarinic acetylcholine receptor M5 (Homo sapiens), P08912; CHO-K1 hM5 cells; 0% DMSO wells, 100% maximal acetylcholine response; activation, % at 3 µM; 360,000 compounds, 0.19% hits; AID 624037, 2012;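 active = activation above the run's mean over test compounds plus 3 SD, cut at about 23% in these data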;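 also: signal is peak over basal fluorescence ratio across the kinetic read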
M4 PAM – human M4 muscarinic receptor positive allosteric modulators, primary screen, CHO-K1 cells, Fluo-8 calcium fluorescence | Muscarinic acetylcholine receptor M4 (Homo sapiens), P08173 | CHO-K1 hM4/Gqi5, ACh EC20; 0% = ACh EC20, 100% = maximal ACh | activation, % at 3 µM | 360,000 compounds, 0.4% hits | AID 624126, 2012;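 active = activation above its plate's cutoff, the mean activation of sample wells plus 3 SD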; also: some results filed as inactive read as strong as hits
CRFBP-R2 agonist – agonists of CRF-BP/CRF-R2 complex, primary screen, cell-based, HEK293, calcium dye fluorescence, uHTS. calcium dye fluorescence (FLIPR); percent of saturating CRF peptide response. CRF-binding protein / CRF receptor 2 complex (human). 350,000 compounds, 0.46% hits. activation, % at 13.2 µM;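 active = activation of at least 50%, plus an integration ratio under a set limit after plate pattern correction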;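 also: plate controls were neutral control wells without compound for no effect and CRF at EC100 for full effect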
CHRM4 antagonist – human M4 muscarinic receptor antagonists, primary screen, CHO cells, Fluo-8 calcium fluorescence; 360,000 compounds, 0.73% hits; inhibition, % at 3 µM; CHO-hM4 cells, ACh EC80; Muscarinic acetylcholine receptor M4 (Homo sapiens), P08173;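 active = inhibition above its plate's cutoff, the mean inhibition of sample wells plus 3 SD, cut at about 27% in these data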;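 also: 0% = acetylcholine EC80 with DMSO and 100% = DMSO without agonist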
CRFBP-R2 block – antagonists of CRF-BP/CRF-R2 complex, primary screen, cell-based, HEK293, calcium dye fluorescence, uHTS | CRF-induced calcium fluorescence | inhibition, % at 11.8 µM | 350,000 compounds, 0.59% hits;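 active = inhibition of the ligand-induced calcium signal above about 50% at the single tested concentration, limit read from the data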
* marks the source's active call; other numbers are inactive results; nt = no result given.

SMILES | M1 PAM | M5 antag | M5 PAM | M4 ag | CHRM5 agonist | M4 PAM | CRFBP-R2 agonist | CHRM4 antagonist | CRFBP-R2 block
COc1ccc(CN(CC(=O)NCC2CCCO2)C(=O)CCC(=O)Nc2nccs2)cc1 (stereo unspecified) | -2 | 12 | 0 | 0 | -3 | -1 | 1.8 | -8 | 1
CC(C)c1cc(C(=O)O)n[nH]1 | 21 | -9 | 4 | 1 | 1 | 12 | -0.1 | -7 | 1
Cn1c(=O)c2[nH]c(CCCCCCCCc3nc4ccccc4[nH]3)nc2n(C)c1=O | -23 | 19 | -36 | 14 | -7 | -10 | -2.6 | 30* | 18
CNS(=O)(=O)c1cccc(C(=O)OCC(=O)N2CCc3ccccc3C2)c1 | 7 | -2 | 3 | 4 | -5 | 5 | -1.0 | -3 | -3
Cc1[nH]n(-c2cccc(Cl)c2)c(=O)c1C=NC12CN3CN(CN(C3)C1)C2 | 4 | -14 | 4 | 0 | -1 | 4 | 1.5 | -4 | 9
CC12CCC(C(=O)N(c3ccccc3Cl)C1=O)C2(C)C (stereo unspecified) | 6 | -5 | 4 | 1 | -1 | 15 | 2.8 | -6 | 14
CCC(=O)Nc1nc(OC)cc(OC)n1 | 11 | -3 | 3 | 0 | 3 | 0 | 2.2 | -4 | 7
CN(C(=O)CCN1CCCO1)C1CCCN(Cc2ccccc2F)C1 (stereo unspecified) | -8 | -14 | 10 | 1 | -2 | -5 | 28 | 8 | 22
Cc1ccccc1NC(=O)/C(=C\c1cccs1)NC(=O)c1ccccc1 | 6 | 0 | -8 | 1 | -3 | 3 | 0.8 | -3 | 12
CN1CCN(S(=O)(=O)c2ccc(C(=O)NC3CCCCC3)cc2)CC1 | 17 | -1 | 9 | 0 | -3 | 10 | -1.0 | -7 | 10
Cc1nn(C)c(C(=O)Nc2ccc(Cl)c([N+](=O)[O-])c2)c1Cl | 0 | 6 | 1 | 0 | 0 | -3 | 0.0 | 12 | -11
Cc1ccc(S(=O)(=O)N2CCN(C(=O)CN3C(=O)NC4(CCCCC4)C3=O)CC2)c(C)c1 | 5 | 2 | 5 | 0 | 1 | 7 | -0.8 | -5 | -3
COc1ccc(OCCNC(=O)c2cc(C3CC3)nc3c2cnn3C(C)C)cc1 | -14 | 12 | -28 | 10 | -6 | -8 | -0.1 | -23 | 17
O=C(CCCNC(=O)c1ccc(Cl)cc1)Nc1ccc(F)c(S(=O)(=O)N2CCOCC2)c1 | 2 | 6 | -3 | 3 | -2 | 1 | -1.9 | -12 | -2
CC(C)Oc1ccc2ccccc2c1C=O | -6 | 11 | 1 | -1 | -8 | -1 | 1.8 | 8 | 25
CCN(CC)CCCN(C(=O)Cn1nnc(-c2ccc(OC)c(OC)c2)n1)C(C(=O)NC(C)(C)C)c1ccc(F)cc1 (stereo unspecified) | 2 | -14 | -6 | 0 | -6 | -1 | 0.6 | -6 | 5
Cc1cc(C)c(OCC(=O)Nc2ccc3c(c2)OCO3)cc1C | 1 | -3 | 1 | 1 | -3 | 0 | 3.1 | 3 | -9
Cc1cc(Cl)ccc1OC(C)C(=O)NN=C1CCCCCC1 (stereo unspecified) | 14 | 3 | 14 | 1 | -1 | -15 | 2.8 | -4 | -7
CCn1c(=O)c([N+](=O)[O-])c(NCc2ccco2)c2ccccc21 | 1 | 3 | -5 | 0 | 3 | -9 | -0.3 | 13 | -6
Nc1nnnn1CC(=O)N/N=C/c1ccc(-c2cccc(Cl)c2)o1 | 4 | 1 | 1 | 0 | -1 | -5 | -0.4 | 8 | 7
O=C(N/N=C/c1ccc2c(c1)OCO2)c1ccccn1 | 10 | -5 | -3 | 1 | 1 | 1 | -1.3 | 4 | 3
Fc1cc(F)cc(NC(=S)N2CCN(c3ncccn3)CC2)c1 | 10 | 3 | -6 | 3 | -1 | 8 | -0.3 | -9 | 6
COc1ccc(C(=O)N2CCCCC2c2cc(C(=O)Nc3cccc(C#N)c3)no2)cc1 (stereo unspecified) | 2 | -5 | -3 | 15 | 1 | -6 | nt | -14 | nt
COc1ccc(NC(=O)Nc2cnccn2)cc1 | 2 | -3 | 9 | 1 | 6 | -9 | -0.5 | 12 | 0
COC(=O)c1cn(C)c2ccc(S(=O)(=O)N3CCCC3)cc2c1=O | 2 | -3 | 1 | 0 | 0 | 1 | -0.7 | -2 | 0

Carrying on:
SMILES | M1 PAM | M5 antag | M5 PAM | M4 ag | CHRM5 agonist | M4 PAM | CRFBP-R2 agonist | CHRM4 antagonist | CRFBP-R2 block
COc1cccc(C(Nc2ccccn2)c2oc(CO)cc(=O)c2O)c1 (stereo unspecified) | 5 | -12 | -2 | 0 | -3 | -2 | -0.5 | -2 | 4
CC(NC(=S)Nc1ccc(Cl)cc1)C(c1ccccc1)N1CCOCC1 (stereo unspecified) | 8 | -8 | 0 | 3 | -3 | 5 | -0.7 | -17 | -3
Nc1c(/C=C2/C=CC(=O)C(O)=C2)c(=O)nc2sc(CC(=O)N3CCOCC3)nn12 | 4 | -2 | 2 | 1 | -2 | 0 | -1.1 | -2 | -4
CC1CN(S(=O)(=O)c2cccc(C(=O)OCc3cc(=O)oc4cc(O)ccc34)c2)CC(C)O1 (stereo unspecified) | -4 | 16 | -23 | 6 | 4 | -4 | 1.8 | -2 | -13
Cc1cc(C)n(-c2nc3c(c(=O)[nH]c(=O)n3C)n2CC(O)COc2ccccc2)n1 (stereo unspecified) | 4 | -8 | -1 | 4 | -3 | 5 | 3.2 | -4 | -26
O=P(OC1CCS(=O)(=O)C1)(c1ccccc1)c1ccccc1 (stereo unspecified) | 8 | 0 | 0 | 1 | -1 | 2 | 0.4 | -5 | 7
CCCCCOC(=O)C1=C(C)NC(=O)NC1c1ccc(N(C)C)cc1 (stereo unspecified) | 3 | -3 | -1 | 0 | -3 | 0 | -0.2 | -4 | -9
CCCNC(=O)CSc1nnc(NC(=O)C2CC(=O)N(c3ccccc3OC)C2)s1 (stereo unspecified) | 7 | -5 | 2 | 1 | 0 | 2 | 1.7 | -10 | -19
N/C(=N\OC(=O)Nc1ccc(Cl)cc1)c1ncc(C(F)(F)F)cc1Cl | -2 | 8 | -6 | 9 | 5 | -6 | 2.2 | 2 | -4
O=c1cc(CN2CCN(Cc3ccccc3)CC2)c2cc(O)ccc2o1 | -1 | 6 | -3 | 4 | -5 | -2 | -0.2 | 7 | 85*
COc1ccc2c(CC(=O)OCC(=O)NC(=O)c3cccn3C)coc2c1 | 5 | -12 | 2 | 3 | -4 | 10 | -1.2 | -7 | -7
COCCn1cnnc1SCC(=O)Nc1cccc(S(=O)(=O)N2CCCCCC2)c1 | 7 | -3 | 4 | 0 | 0 | 10 | 2.0 | -13 | 3
COc1ccc(-c2nc3c(c(=O)[nH]c(=O)n3Cc3ccccc3)n2Cc2ccccc2)cc1 | 8 | -1 | 3 | 0 | 0 | 0 | 0.2 | -6 | -37
CC(C)CCN1CCN(Cc2cnc(N3CCCC3)s2)CC1CCO (stereo unspecified) | -4 | 11 | -12 | 14 | -4 | -9 | -0.1 | -7 | 4
CCN1CNC(=S)N(CCc2ccccc2)C1 | 13 | 8 | 0 | 1 | 1 | 13 | -0.7 | 2 | 20
FC(F)(F)c1cccc(OCCOCCn2cncn2)c1 | 11 | 9 | -7 | 1 | -2 | 9 | -2.1 | 1 | 3
OC(CCN1CCC2(CC1)OCCO2)C(F)(F)F (stereo unspecified) | 3 | -3 | 7 | 1 | 2 | 3 | -1.7 | -6 | 14
Nc1ccc(C(=O)OC2CCOC2=O)cc1[N+](=O)[O-] (stereo unspecified) | 8 | -2 | 1 | 1 | -1 | -1 | -1.0 | 3 | 15
COC(=O)C(NC(C)=O)(Nc1cccc(C)n1)C(F)(F)F (stereo unspecified) | 2 | 1 | 2 | 1 | 0 | -1 | 1.4 | 4 | -3
Cc1ccc(OC(C)c2nnc(N)s2)cc1Cl (stereo unspecified) | 4 | -11 | -7 | 6 | 0 | 4 | 4.0 | -6 | -48
COc1ccc(CC(N)c2csc(Nc3cc(NCCCO)ncn3)n2)cc1 (stereo unspecified) | 8 | -1 | -1 | 1 | 1 | -4 | nt | 2 | nt
Cc1ccc(OCCCC(=O)Nc2ccc(S(=O)(=O)N3CCOCC3)cc2)cc1 | -13 | 6 | -9 | 17 | 9 | -7 | -0.6 | 7 | -1
Cc1cccc(C(=O)NCC(=O)N2CCN(S(=O)(=O)c3ccccc3)CC2)c1 | 9 | 3 | 6 | 2 | 2 | 9 | -0.3 | -5 | -7
COC(=O)[C@]12CCCCC=C1N(Cc1ccco1)C(=O)[C@H](CC(=O)N1CCC(c3ccccc3)CC1)C2 | nt | 14 | -14 | 12 | -1 | -7 | nt | -3 | nt
Cc1ccccc1N1C(=O)C(Cl)=C(N2CCCCCC2)C1=O | -5 | 8 | -25 | 1 | -12 | -8 | 0.9 | -1 | -2

(list continues)
SMILES | M1 PAM | M5 antag | M5 PAM | M4 ag | CHRM5 agonist | M4 PAM | CRFBP-R2 agonist | CHRM4 antagonist | CRFBP-R2 block
Cc1ccc(S(=O)(=O)Nc2ccccc2-c2nc3ccccc3[nH]c2=O)cc1 | -3 | 12 | -5 | 6 | 2 | -1 | 0.9 | 0 | -9
CCOc1c(Cl)cc(/C=C/C(=O)N(CC)CC(=O)Nc2ccc(NC(C)=O)cc2)cc1OC | 0 | -1 | 1 | 3 | -1 | -2 | -1.1 | -7 | -6
CC(C)N1CCC(N2CCN(CCCc3ccccc3)CC2CCO)CC1 (stereo unspecified) | 11 | -3 | -7 | 0 | -5 | 7 | 7.6 | 1 | 16
Cc1ncc([N+](=O)[O-])n1CCN1C(=O)c2ccccc2C1=O | 7 | 5 | 4 | 0 | -4 | 5 | -1.0 | 6 | 4
Cc1ccc(C(=O)COC(=O)c2ccc(-c3cnc4ccccc4n3)cc2)cc1C | 7 | -2 | -3 | 0 | 1 | -3 | -0.4 | 3 | -6
Cc1nn(Cc2ccccc2Cl)c(C)c1NC(=O)CCCn1nc(C)c([N+](=O)[O-])c1C | -10 | 6 | -8 | 3 | -1 | 1 | -1.1 | 8 | -4
